S2 tox: cell viability loss in ATXN counter-screen; S2 cells (HEK-293 line with an ATXN2-luciferase reporter) viability, CellTiter-Fluor protease fluorescence, 24 h; Potency, µM (series often up to 56.7 µM), actives largely listed as cytotoxic; actives 0.49% (n = 400,000); AID 651635; further: potency means the concentration at half of the fitted maximal effect; nearly all actives have a fitted effect of over 40% in size
IL1B secr inh: inhibitors of inflammasome signaling (IL-1 beta secretion); activity change, % at 57.5 µM; actives 4.7% (n = 360,000); THP-1 LPS/ATP IL-1B secretion, AlphaLISA, 16 h; stronger effect = lower value; in the data active means activity change below about -50%; inconclusive means mostly about -30% to -49%; further: on the % scale 0 is the no-effect control and ±100 the full control effect
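THP-1 cells pretreated 1 hr with compounds (up to 57.5 uM final), then stimulated with LPS (250 ng/mL final) plus ATP (1.25 mM final); secreted IL-1B measured by AlphaLISA after 16 hr, decreased signal indicating inhibition.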
Nrf2 activator: Nrf2 pathway activation | AREc32 ARE-luciferase reporter (MCF7-derived line), luminescence, 24 h | Potency, µM (doses to about 46.1 µM), without a hit: at the top dose activation, hits mostly activators | actives 0.31% (n = 410,000) | AID 624171; further: potency means the concentration at half of the fitted maximal effect; % of control where 0% means no effect; nearly all actives have a fitted effect of over 65% in size
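Steps: seed AREc32_Fluc cells (1000/well, 5% FBS OPTI-MEM); incubate overnight at 37 deg C; add 23 nL compound; incubate 24 hr; add Steady-Glo; hold 30 min RT; read luminescence.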
HepG2 viability: counter-screen for TGF-b inhibitors: cytotoxicity in HepG2 cells; HepG2 CAGA-GFP viability, ATP luminescence, 18 h; Potency, µM (highest dose often 46.1 µM), inactives show at the highest dose activity change, negative = cytotoxicity, actives largely listed as cytotoxic; AID 588856; actives 0.76% (n = 410,000); further: potency means the concentration at half of the fitted maximal effect; some results filed as inactive show a strong effect at the top dose
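HepG2 CAGA-GFP cells (1000/well, DMEM with 1% FBS) received compound, then TGF-beta at 500 pg/mL final, and were incubated 18 hours at 37 degrees C. Viability was read by CellTiter-Glo luminescence. Media-only wells were set as complete cell-killing and DMSO as no toxicity.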
A549 tox: kills or reduces viability of A549 cells in Nrf2 counter-screen. A549 ARE-Fluc cells, CellTiter-Fluor viability, 18-24 h. Potency, µM (highest dose often 46 µM), for the others: at the top dose activity change, negative = cytotoxicity, most hits filed as inhibitors. actives 0.16% (n = 390,000); further: potency means the concentration at half of the fitted maximal effect; on the % scale 0 is the no-effect control and ±100 the full control effect
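A549 ARE_Fluc cells in 5% FBS OPTI-MEM were exposed to compounds in concentration-response for 18-24 h at 37 deg C. Viability was read by CellTiter-Fluor fluorescence (Ex 405/Em 525) after 30 min, before the luciferase read.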
Nrf2 inh: Nrf2 pathway inhibition | A549 ARE-Fluc reporter, luciferase luminescence, 18-24 h | Potency, µM (top dose mostly 46 µM), inactives show top-dose activity change, negative = inhibition, actives largely listed as inhibitors | actives 2.1% (n = 360,000) | AID 504444; further: potency means the concentration at half of the fitted maximal effect; on the % scale 0 is the no-effect control and ±100 the full control effect; nearly all actives have a fitted effect of over 60% in size
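A549 ARE_Fluc cells (5000/well, 5% FBS OPTI-MEM) pre-incubated 2 h, then treated with compounds 18-24 h at 37C/5% CO2 in concentration-response. CellTiter-Fluor viability read first; BugLite luciferase luminescence after 15 min at room temperature gives Nrf2 activity.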
MCF10A rerep: inducers of DNA re-replication in MCF 10A breast cells; AID 624296; Potency, µM (top dose mostly 46.1 µM), inactives show at the top dose activity, positive = re-replication, usual class: activators; MCF 10A DNA re-replication, Hoechst nuclear intensity, 48 h; actives 2.9% (n = 350,000); further: potency means the concentration at half of the fitted maximal effect; % of control where 0% means no effect; nearly all actives have a fitted effect of over 50% in size
TGFb SMAD3 inh: TGF-b pathway inhibition | HepG2 CAGA-GFP TGF-b/SMAD3 reporter, GFP fluorescence, 18 h; TGF-beta stimulated, 500 pg/mL final | Potency, µM (titrated, usually from 46.1 µM), inactives show at the highest dose activity, negative = inhibition, hits mostly inhibitors | actives 1.2% (n = 410,000) | AID 588855; further: potency means the concentration at half of the fitted maximal effect; on the % scale 0 is the no-effect control and ±100 the full control effect; nearly all actives have a fitted effect of over 65% in size
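First, reporter cells (HEPG2 CAGA-GFP) rested 2 h at 37 degrees C. Next, compounds were pinned in and TGF-beta added to 500 pg/mL final. After 18 h, GFP was imaged per cell and summed per well.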
ATXN2 expr inh: inhibitors of ATXN2 expression | HEK-293 ATXN2-luciferase reporter, luminescence, 24 h | actives 0.72% (n = 360,000) | Potency, µM (series often up to 57 µM), for inactives: at the highest dose activity change, negative = inhibition, usual class: inhibitors | AID 1745845; further: potency means the concentration at half of the fitted maximal effect; on the % scale 0 is the no-effect control and ±100 the full control effect; nearly all actives have a fitted effect of over 55% in size
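ATXN2-luciferase reporter cells (luciferase flanked by upstream and downstream ATXN2 gene portions) were treated 24 h at 37 °C with compounds at up to 57 uM. SteadyGlo luminescence gave expression; GF-AFC fluorescence gave viability.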
* marks the source's active call; other numbers are inactive results; i = inactive; ? = inconclusive; nt = no result given; & = joins results of further samples; [ ] = another dose, or the depositor's remark. Unless noted, the call rests on the fitted dose curve; in most records, active means well fitted curve in the direction sought with a large enough effect; inconclusive means small, poorly fitted or top-dose-only effect, or another doubt; inactive means no such curve, though single readings can be large; an effect the other way counts as inactive or inconclusive.

nr	Structure	A549 tox	Nrf2 activator	S2 tox	ATXN2 expr inh	TGFb SMAD3 inh
1	CC(C)(C)n1ncc2c(=O)n(CC(=O)c3ccccc3)cnc21	-2%	2.8%	i	54%[activator]	?
2	CCc1ncc(/C=C2\C(=O)Nc3ccccc32)[nH]1	-8%	?	i	4%	1%
3	O=C(/C=C/c1ccccc1[N+](=O)[O-])Nc1cccnc1	10%	10%	i	31%	2%
4	CCc1ccccc1NC(=O)CN1CCN(C(=O)CN2C(=O)NC3(CCCCC3C)C2=O)CC1 (stereo unspecified)	1%	2.4%	?	-3%	-10%
5	Cc1cccc(C)c1NC(=S)NC(=O)CCc1ccccc1	-22%	0.1%	i	-12%	-29%
6	Cc1nc(CC(=O)Nc2ccc(C(N)=O)cc2)cs1	-10%	-0.5%	nt	nt	-7%
7	CC(C)c1ccc(Cc2nnc(NCCCO)[nH]c2=O)cc1	-5%	-0.2%	i	nt	-7%
8	CCOc1ccc(C2=C(C=C(C#N)C#N)C(c3ccccc3)c3ccccc3O2)cc1 (stereo unspecified)	-10%	12%	?	-18%	-42%
9	COc1cccc(/C=N/n2c(C3CCCCC3)n[nH]c2=S)c1O	-3%	0.0%	i	-21%	-28%
10	O=[N+]([O-])c1ccc2[nH]cc(S(=O)(=O)N3CCN(c4cccc(Cl)c4)CC3)c2c1	?	-0.1%	i	?	?
11	COc1ccc(NC(=S)Nc2cc(C)[nH]n2)cc1Cl	4%	0.3%	i	35%	-7%
12	Cn1nc(C(C)(C)C)cc1NC(=O)Nc1ccc(Cl)cc1	-3%	0.5%	i	-26%	-1%
13	Cc1ccc(C(=O)N2CCCCC2)cc1S(=O)(=O)N1CCCCCC1	0%	0.0%	i	2%	0%
14	CC(Sc1nnc(-c2ccco2)n1C)C(=O)Nc1nccs1 (stereo unspecified)	7%	1.4%	i	-9%	-19%
15	Cc1ccc(CSC2=NCCN2S(=O)(=O)c2ccc(F)cc2)cc1	9%	-1.0%	i	-4%	0%

nr	Nrf2 inh	IL1B secr inh	HepG2 viability	MCF10A rerep
1	?	-15	7%	0%
2	?	?	-41%	11%
3	25%	33	-7%	0%
4	?	1	1%	3%
5	?	15	-20%	?
6	5%	nt	7%	nt
7	0%	-10	-55%	?
8	?	?	-21%	11%
9	-12%	20	-31%	-9%
10	?	-96*	-40%	10%
11	?	?	-3%	7%
12	-16%	nt	4%	11%
13	-2%	15	-4%	11%
14	-5%	-1	-1%	-2%
15	-7%	29	-53%	1%

Next part; it opens with the three that closed the last part.
nr	Structure	A549 tox	Nrf2 activator	S2 tox	ATXN2 expr inh	TGFb SMAD3 inh
13	Cc1ccc(C(=O)N2CCCCC2)cc1S(=O)(=O)N1CCCCCC1	0%	0.0%	i	2%	0%
14	CC(Sc1nnc(-c2ccco2)n1C)C(=O)Nc1nccs1 (stereo unspecified)	7%	1.4%	i	-9%	-19%
15	Cc1ccc(CSC2=NCCN2S(=O)(=O)c2ccc(F)cc2)cc1	9%	-1.0%	i	-4%	0%
16	COCCCN(C(=O)Nc1cccc(Cl)c1)C(C)c1ccccn1 (stereo unspecified)	-1%	0.2%	nt	nt	0%
17	CC(=O)c1ccc(NC(=O)CCn2nc(C)c(S(=O)(=O)N3CCC(C)CC3)c2C)cc1	-4%	3.3%	nt	nt	-26%
18	O=C1c2ccccc2[C@@H]2C[C@@H](O)[C@H](Nc3ccccc3Cl)CCN12	-4%	-0.8%	i	2%	-4%
19	CC(C)(C)c1nc2scc(-c3ccc(Br)cc3)c2c(=O)o1	10%	-0.4%	i	-25%	-6%
20	Cc1cccc2cc(CN(Cc3cccs3)C(=S)NCc3ccco3)c(=O)[nH]c12	-5%	2.2%	i	-5%	9%
21	COc1ccc(C)cc1NC(=O)CSc1nnc(COc2ccc(C)cc2)n1Cc1ccco1	-27%	6.5%	i	18%	?
22	O=C(c1ccc(CN2CCOCC2)cc1)N1CCN(c2cccc(Cl)c2)CC1	-2%	0.6%	i	0%	-4%
23	O=C(/C=C/c1ccc(Cl)cc1Cl)NCc1ccco1	-10%	25%	i	3%	-10%
24	CCCCNC(=O)O[C@@H]1C[C@@H]2CCN3C(=O)CCC[C@H]([C@H]1CC)[C@H]23	-8%	-0.2%	i	4%	4%&-7%
25	CN(C)CCNC(=O)Cn1nc(N2CCN(c3ccccc3)CC2)ccc1=O	12%	2.1%	i	-8%	15%
26	O=C(COC(=O)c1cc([N+](=O)[O-])ccc1NCc1ccccc1)NC1CCCCC1	23%	-0.2%	i	-9%	0%
27	CCOC(=O)c1c(NC(=O)C(C)Sc2cn(CCNC(=O)c3ccc(OCC)cc3)c3ccccc23)sc2c1CCC2 (stereo unspecified)	-4%	-0.2%	i	9%	-1%
28	CCCCC1=CC2=C(c3ccco3)C(=O)C(C)(OC(=O)c3ccc(OC)cc3)C(=O)C2=CN1Cc1ccccc1 (stereo unspecified)	-8%	7.1%	i	10%	?
29	Cc1ccc(N2C(=O)CSC2c2cccnc2)c(Cl)c1 (stereo unspecified)	2%	-0.4%	i	5%	-8%
30	Cc1ccc(NC(=O)NC2CCCN2S(=O)(=O)c2ccc(Cl)cc2)cc1 (stereo unspecified)	0%	-1.0%	i	3%	13%

nr	Nrf2 inh	IL1B secr inh	HepG2 viability	MCF10A rerep
13	-2%	15	-4%	11%
14	-5%	-1	-1%	-2%
15	-7%	29	-53%	1%
16	9%	21	-14%	-2%
17	nt	nt	-3%	nt
18	-2%	12	-19%	-1%
19	-2%	0	-17%	-20%
20	0%	-22	1%	26%
21	nt	-2	-16%	9%
22	nt	-24	3%	?
23	-6%	-11	-21%	13%
24	-11%	9	10%&16%	10%
25	?	nt	-1%	nt
26	?	-16	-21%	4%
27	-21%	nt	-20%	nt
28	4%	3	7%	?
29	?	26	-37%	?
30	nt	-10	-32%	1%

Additional entries
nr	Structure	A549 tox	Nrf2 activator	S2 tox	ATXN2 expr inh	TGFb SMAD3 inh
31	O=S(=O)(c1ccc(F)cc1)N1CCN(c2ncnc3c2cnn3-c2ccccc2)CC1	0%	0.1%	i	-8%	4%
32	COc1ccc(CCNC(=O)c2nnn(CC(=O)Nc3c(C)cc(C)cc3C)c2N)cc1OC	5%	0.5%	i	nt	-17%
33	c1ccc(-c2cc(-c3nnco3)c3ccccc3n2)nc1	1%	0.7%	i	-3%	-19%
34	CCC(CC)C(=O)N=C1SC2CS(=O)(=O)CC2N1CCc1ccc(OC)cc1 (stereo unspecified)	-2%	-0.5%	i	-6%	-27%
35	COc1ccc(CCN2C(=O)c3[nH]nc(-c4ccccc4O)c3C2c2cccc(Cl)c2)cc1 (stereo unspecified)	-22%	8.6%	?	-26%	?
36	CC(=O)Nc1ccc(C(=O)CN2C(=O)CSC2=O)cc1	-5%	5.7%	i	-7%	19%
37	CC(=O)N(CCC(Cc1ccccc1)c1ccc2c(c1)OCO2)Cc1ccccc1F (stereo unspecified)	-14%	-0.1%	i	0%	2%
38	Cc1noc(C)c1COc1ccc(C(=O)OCC(=O)NC23CC4CC(CC(C4)C2)C3)cc1	1%	0.3%	i	2%	-2%
39	Cc1ccc(N(C(=O)CNC(=O)c2ccco2)C(C(=O)NCC2CCCO2)c2ccccc2)c(C)c1 (stereo unspecified)	0%	0.2%	i	0%	-24%
40	CCOC(=O)C1(C(F)(F)F)N=C(c2cccnc2)OC(N2CCOCC2)=N1 (stereo unspecified)	-3%	0.3%	i	3%	-1%
41	COC(=O)C1=CO[C@@H](O[C@@H]2O[C@H](CO)[C@@H](O)[C@H](O)[C@H]2O)C2C1C=C[C@@]2(O)CO (stereo partly specified)	5%	0.9%	i	4%	-3%
42	COc1cc(OC)cc(-n2c(=O)c3ccccc3n(Cc3ccccc3C#N)c2=O)c1	-12%	-0.2%	?	-6%	25%
43	COc1ccc(S(=O)(=O)N2CCOCC2)cc1NC(=O)COC(=O)CCOc1ccc(C)cc1	5%	0.2%	i	0%	-12%
44	CC(C)OCCCNC(=O)c1cccs1	-17%	-0.2%	i	2%	16%

nr	Nrf2 inh	IL1B secr inh	HepG2 viability	MCF10A rerep
31	12%	13	-14%	-1%
32	-1%	6	-17%	7%
33	-5%	-10	-2%	5%
34	-10%	?	-9%	-22%
35	?	-26	-92%	?
36	7%	-6	-2%	0%
37	-24%	-4	-10%	?
38	-9%	37	-18%	2%
39	-4%	9	-8%	1%
40	?	8	7%	0%
41	9%	-6	-13%	?
42	8%[9.27 µM]	nt	10%	nt
43	5%	4	0%	-1%
44	-13%	13	-19%	0%

As entered above.
Under HepG2 viability, c1ccc(-c2cc(-c3nnco3)c3ccccc3n2)nc1 has the entry -2%
Under ATXN2 expr inh, CC(C)OCCCNC(=O)c1cccs1 has the entry 2%

Screening results as filed in PubChem.
